Screening data: PubChem BioAssay, several laboratories
CSM14.1 death rescue: protection against thapsigargin-triggered cell killing – 384-well, CSM14.1, ATP luminescence, primary screen (AID 1222) | CSM14.1 thapsigargin-induced death rescue, ATP luminescence; higher % means a stronger effect | 190,000 tested, under 10 active | cellular ATP content (survival), % at 20 µM; hits with a dose series show EC50 in µM;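 active = EC50 below 50 µM in the dose-response confirmation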;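 note: death triggered by thapsigargin at about 15 µM added after 2 h compound pretreatment; cell ATP read after overnight thapsigargin exposure of roughly 18 to 22 hours; normalized against plate controls of thapsigargin alone and 5% DMSO vehicle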
UTI89 phage lysis: protection from phage-mediated lysis, alamar blue read-out – E. coli UTI89, K1F phage, bacterial capsule biogenesis inhibitors (AID 488966). E. coli UTI89 K1F phage lysis, alamar blue, 2 h; higher % means a stronger effect. one-dose inhibition, % at 100 µM; IC50 in µM for titrated hits. 340,000 compounds, 0.02% hits;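 active = phage lysis inhibition, versus mean bacterial control, above a set limit; inconclusive = no clear call, values can overlap the other calls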;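 note: capsule biogenesis inhibitors block K1F phage lysis so surviving cells raise fluorescence; higher fluorescence means more inhibition of phage lysis; actives were called in the ten point dose series up to 300 µM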
XIAP displacement: small molecules displacing peptide from XIAP – biochemical, IAP family, fluorescence polarization (AID 1018) | XIAP BIR domain, fluorescence polarization peptide displacement; higher % means a stronger effect | displacement, % at 20 µM, or IC50 in µM where a hit was titrated | 200,000 compounds, 0.007% hits; in the data active = displacement above about 50%; note: a part of the inactive calls stands beside numbers as strong as those of hits
Yfh1-depleted yeast: enhancers of respiration in Yfh1-depleted yeast, dose response, Friedreich's ataxia, plus single-dose screen (AID 1465) | fold induction at 50 µM; hits with a dose series show EC50 in µM | 220,000 compounds, 0.074% hits | S. cerevisiae Yfh1-off respiration, WST-1 reduction, 72 h; higher fold induction means a stronger effect;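 active = fold induction of absorbance versus untreated yeast above a set limit, then at least 30% activation at any dose in follow-up; inconclusive = repeats straddling the limit, or above it without dose testing; inactive = fold induction below the set limit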;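 note: activators that raise dye reduction in frataxin-depleted yeast; strong numbers were not always called active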
RSV CPE inhibition: RSV antiviral activity via CPE protection, HEp-2 cells, primary 10 µM value included (AID 2391). HEp-2 cells, RSV-induced CPE inhibition; higher % means a stronger effect. one-dose CPE inhibition, % at 10 µM; IC50 in µM for titrated hits. 310,000 compounds, 0.13% hits; in the data active = a potency from the dose series; inconclusive = CPE inhibition mostly from about 23% at the one dose, without a potency; inactive = the rest, 99 in 100 with CPE inhibition below about 21%; note: strong numbers were not always called active
West Nile antiviral: West Nile virus antiviral activity, cell-based, CPE readout (AID 1621). West Nile virus-infected cells, CPE inhibition; higher % means a stronger effect. 290,000 compounds, 0.02% hits. one-dose CPE inhibition, % at 10 µM; IC50 in µM for titrated hits; in the data active = a potency from the dose series; inconclusive = CPE inhibition mostly from about 3.7% at the one dose, without a potency; inactive = the rest, 99 in 100 with CPE inhibition below about 2.2%; note: strong numbers were not always called active
WT yeast gro inh: growth inhibition of WT yeast, mitochondrial fusion screen | mitochondrial fusion phenotypic screen, WT strain | inhibition, % at 10 µM | 190,000 compounds, 2.1% hits; in the data active = inhibition above about 58%; tested in S. cerevisiae
NS5 inhibitors: flavivirus cap methylation enzyme inhibition – biochemical, confirmation dose response, primary screen (AID 588689). Dengue-2 NS5 methyltransferase capping enzyme assay, biochemical; higher % means a stronger effect. one-dose inhibition, % at 25 µM; IC50 in µM for titrated hits. 340,000 compounds, 0.3% hits; in the data active = a potency from the dose series; inconclusive = inhibition above about 29% without an active follow-up result
SV40 large T antigen: SV40 large T antigen inhibitors, biochemical (AID 1903) | SV40 large T antigen ATPase/helicase inhibition assay; higher % means a stronger effect | one-dose inhibition, % at 20 µM; IC50 in µM for titrated hits | 310,000 compounds, 0.39% hits; in the data active = a potency from the dose series; inconclusive = inhibition mostly from about 32% at the one dose, without a potency; inactive = the rest, 99 in 100 with inhibition below about 32%; note: strong numbers were not always called active
WT yeast gro inh mutant strain: recorded beside WT yeast gro inh, whose call it bears; inhibition, %; mitochondrial fusion phenotypic screen, mutant strain inhibition
* hit, by the source's call; i = inactive; ? = inconclusive; / = no result given; & = joins results of further samples; [ ] = remark or other dose.

SMILES	West Nile antiviral	WT yeast gro inh	SV40 large T antigen	XIAP displacement	Yfh1-depleted yeast	CSM14.1 death rescue	RSV CPE inhibition	UTI89 phage lysis	WT yeast gro inh mutant strain	NS5 inhibitors
CCC(C)N(C(=O)CSc1ncnc2c1cnn2-c1ccccc1)C1CCS(=O)(=O)C1 (stereo not drawn)	/	/	8%	/	/	/	2.6%	1.6%[50 µM]	/	3%
NNC(=O)c1nnn(-c2nonc2N)c1-c1cccs1	0.2%	-26	-3%	-4.3%	i	-0.5%	1.0%	0.0%	-3	2%
CCC(C)NC(=S)N1CCN(C)CC1 (stereo not drawn)	0.6%	4	-5%	-5.7%	i	-1.3%	-0.7%	/	-21	/
CCOC(=O)CSc1snnc1C	-0.2%	/	/	/	i	/	0.6%	1.2%	/	-11%
COCCSc1ccccc1C(=O)Nc1ccccc1C#N	-0.4%	-8	10%	-4.9%	i	-0.5%	1.8%	-0.7%	5	-4%
Nc1ccc2c(c1)CCC2=O	0.5%	/	/	/	i	/	-0.8%	0.2%	/	-12%
CCOc1ccc(/C(O)=C2\C(=O)C(=O)N(CCOCCO)C2c2ccccc2OC)cc1 (stereo not drawn)	-0.2%	19	6%	-2.2%	i	0.4%	1.7%	i	5	-2%
Cc1cccc(Cn2c(CN3CCN(Cc4ccccc4)CC3)nc3c2c(=O)[nH]c(=O)n3C)c1	-0.7%	3	3%	-3.1%	i	0.3%	1.0%	-1.1%	0	-6%
CCCn1c(SCC(=O)c2ccc3c(c2)OCCO3)nc2c1c(=O)n(C)c(=O)n2C	-0.1%	0	0%	0.6%	i	-5.2%	/	-0.2%	6	-3%
CCc1ccccc1NC(=S)N(CCN1CCOCC1)C1CCN(C(C)=O)CC1	-0.8%	6	7%	-2.5%	i	/	0.6%	0.3%	2	-2%
Cc1ccc(NC(=O)CSc2ccccc2NC(=O)c2cccc(Cl)c2)cc1Cl	-0.3%	-4	4%	-4.6%	i	-0.5%	1.8%	7.2%	-8	-1%
Cc1ccc2cc(CN(CC3CCCO3)C(=S)Nc3ccccc3)c(=O)[nH]c2c1 (stereo not drawn)	-1.3%	-14	0%	-5.7%	i	-1.7%	6.1%	-0.1%	0	-1%
C=CCc1cc(Cl)ccc1OCCNCCOC	-0.8%	12	-9%	-18%	i	-2.4%	-0.2%	0.0%	16	-7%
CCCC(C(=O)Nc1cc(S(=O)(=O)N2CCOCC2)ccc1OC)c1ccccc1 (stereo not drawn)	-0.5%	/	10%	/	/	/	2.1%	0.8%[50 µM]	/	-9%
CCOC(=O)Cc1cc(C)[nH]c1C(=O)OCC	-0.1%	/	9%	/	i	/	1.7%	-0.1%	/	0%
CCOC(=O)N1CCN(C(=O)CSc2nc3c([nH]c4ccccc43)c(=O)n2CC)CC1	0.3%	/	14%	/	/	/	0.5%	0.5%	/	-9%
COC(=O)c1ccc(OC(=O)c2cnccn2)cc1	0.7%	/	8%	/	/	/	1.5%	0.2%	/	-19%
CCc1nnc(NS(=O)(=O)c2ccc(NC(=O)c3ccco3)cc2)s1	0.6%	9	7%	-1.0%	i	-0.9%	1.1%	1.5%[50 µM]	5	-8%
Clc1cccc(CSc2nccn2-c2ccccc2)c1	0.0%	50	10%	-1.1%	i	6.9%	0.7%	0.1%	57	-5%
CCOC(=O)N1CCN(C(=O)c2ccc3c(c2)NC(=O)/C(=C\c2cccc(C)c2)S3)CC1	0.1%	/	/	/	/	/	2.4%	-0.3%	/	7%

SMILES	West Nile antiviral	WT yeast gro inh	SV40 large T antigen	XIAP displacement	Yfh1-depleted yeast	CSM14.1 death rescue	RSV CPE inhibition	UTI89 phage lysis	WT yeast gro inh mutant strain	NS5 inhibitors
CCOCCCNC(=O)c1ccc(CS(=O)(=O)Cc2ccc(C)cc2)o1	-0.3%	-6	7%	-2.2%	i	-0.2%	-0.4%	-0.4%	-7	-2%
COc1ccc2oc(C(=O)OCC(=O)c3ccc4c(c3)OCCO4)c(C)c2c1	-0.3%	-2	1%	-4.8%	i	2.2%	?	0.4%	25	-2%
N#Cc1nc(-c2ccccc2Cl)oc1NCC1CCCO1 (stereo not drawn)	0.1%	1	12%	-1.0%	i	-0.5%	3.8%	0.1%	-8	-2%
O=C(COc1ccc(-n2cnnn2)cc1)N1CCN(c2ccc(F)cc2)CC1	-0.9%	-51	19%	2.0%	i	-0.8%	10%	-0.3%	-21	-6%
Cc1cc(N)n(-c2nc3ccccc3s2)n1	-0.3%	8	3%	0.6%	i	-2.7%	3.2%	3.7%	15	-3%
COC(=O)c1cc(S(=O)(=O)NCC2CCN(Cc3cc(C)ccc3C)CC2)cn1C	-0.3%	/	8%	/	/	/	1.4%	0.0%	/	-7%
Cc1nc(N2CCN(S(=O)(=O)c3cccc4nonc34)CC2)c2c3c(sc2n1)CCCC3	-0.6%	23	1%	-3.4%	i	-0.4%	20%	1.1%	-6	-4%
CC1Oc2ccccc2N(CC(=O)c2ccc(F)cc2)C1=O (stereo not drawn)	0.5%	11	11%	-6.2%	i	/	1.2%	0.2%	12	3%
COc1ccc(-n2nc(C(=O)NCC(=O)NCCCN3CC(C)CC(C)C3)c3ccccc3c2=O)cc1OC (stereo not drawn)	-1.0%	/	11%	/	/	/	1.4%	0.1%	/	0%
O=C1CN(C(=O)c2ccc(Cl)nc2)c2ccccc2N1	0.2%	11	-1%	-3.0%	i	-0.2%	2.7%	-0.3%	-4	-5%
COC(=O)c1ccc(=O)n(CC(=O)c2ccc(Cl)cc2)c1	-0.2%	0	-3%	-4.5%	i	0.0%	1.6%	0.9%	7	-4%
Cc1ccc(SC(C)C(=O)NCCC2=CCCCC2)cc1 (stereo not drawn)	-0.9%	-7	23%	-2.9%	i	-0.6%	0.4%	2.9%[50 µM]	-13	1%
O=C(c1cnn(-c2ccccc2)c1-n1cccc1)N1CCN(C2CCCCC2)CC1	-0.6%	12	2%&6%	-0.2%	i	3.6%	-0.3%	0.1%	3	-5%
CCOc1cc(/C=N\O)cc(Cl)c1OCC	1.0%	-17	5%	-6.8%	i	-1.5%	16%	2.7%	-28	4%
O=C(CCc1ccccc1)NNC(=O)c1ccc(Br)cc1	0.2%	15	-7%	0.9%	i	-1.7%	1.8%	-2.2%	5	-5%
O=C(CSc1ccccn1)Nc1ccc(NC(=O)CSc2ccccn2)cc1	1.5%	12	4%	-5.7%	i	1.0%	2.4%	-0.2%	-11	/
Oc1ccc(/C=N/Nc2nccnc2Cl)cc1	0.7%	11	6.3µM*	-5.6%	i	-2.5%	0.4%	1.1%	6	-15%
CCCn1c(SCC(=O)N2CCN(C(C)=O)CC2)nc2sc3c(c2c1=O)CCC3	-0.3%	/	7%	/	/	/	2.6%	-0.4%	/	-1%
Cc1nc2ccsc2c(=O)n1-c1ccc(Cl)cc1	0.2%	2	-2%	-4.7%	i	-0.2%	0.6%	0.1%	5	-12%
CCOc1ccc(-c2ncncc2-c2ccccc2OC)c(O)c1	0.4%	/	3%	/	/	/	0.7%	-0.1%	/	1%

SMILES	West Nile antiviral	WT yeast gro inh	SV40 large T antigen	XIAP displacement	Yfh1-depleted yeast	CSM14.1 death rescue	RSV CPE inhibition	UTI89 phage lysis	WT yeast gro inh mutant strain	NS5 inhibitors
COCCn1ccc2c(OCC(=O)Nc3ccccc3OC)cccc2c1=O	/	/	16%	/	/	/	7.9%	2.1%[50 µM]	/	-9%
Cc1ccc(N2C3=C(C(=O)CC(C)(C)C3)C(c3cn(C)nc3C)C3=C2CC(C)(C)CC3=O)cc1	/	/	23%	/	/	/	1.2%	-0.3%	/	?
O=S(=O)(c1ccccc1)N1CCN=C1SCc1cccc(Cl)c1	-1.8%	54	19%	-5.0%	i	1.0%	20%	1.1%	69	-4%
Cc1ccc(NC(=O)c2cc(-c3cc(C)c(C)cc3O)n[nH]2)cc1C	-0.1%	/	18%	/	/	/	2.0%	0.3%	/	-7%
COC(=O)c1ccc(COc2c(F)c(F)cc(F)c2F)o1	0.0%	/	4%	/	/	/	1.4%	0.7%	/	-6%
Cc1ccc(S(=O)(=O)N2CCC(C(=O)OCC(=O)N(CCC#N)c3ccc(F)cc3)CC2)cc1C	/	/	13%	/	/	/	-0.1%	0.3%[50 µM]	/	1%
COc1ccc(N2C(=O)c3cccc4cccc(c34)C2=O)nn1	0.5%	-13	1%	-4.5%	i	-3.9%	/	0.1%	-16	5%
O=S(=O)(c1ccc(N2CCOCC2)nc1)N1CCOCC1	-0.3%	-7	19%	-4.3%	i	-1.2%	3.0%	0.6%	6	5%
NCC(O)CN(c1ccccc1)c1ccccc1 (stereo not drawn)	-0.6%	-2	11%	-61%	i	-2.7%	-1.2%	-0.7%	-9	-5%
CCC(C)NS(=O)(=O)c1cc2c3c(c1)CCN3C(=O)CC2 (stereo not drawn)	-0.1%	/	-2%	/	/	/	3.8%	-0.2%	/	8%
CCOC(=O)c1sc(NC(=O)CCc2ccc(OC)cc2)nc1C	-0.7%	/	6%	/	/	/	1.5%	0.1%	/	0%
COc1ccc(NCc2nnc(SCC(=O)NCc3ccccc3)n2-c2ccccc2OC)cc1	-0.4%	0	24%	-5.2%	i	-1.2%	4.5%	2.4%	-8	-7%
CCN(CC)Cc1c(CC(C)C)oc(C)c1C(=O)O	0.5%	-1	6%	-16%	i	-1.0%	/	3.7%	-23	2%
C/C(=N\NC(=O)c1nn(C)cc1Br)c1cccc(NC(=O)C(C)(C)C)c1	0.3%	-2	0%	-6.4%	i	1.3%	4.4%	0.6%	-9	0%
CCC(=O)NC(c1cccc([N+](=O)[O-])c1)c1c(O)ccc2ccccc12 (stereo not drawn)	-0.1%	2	23%	-12%	i	-1.0%	0.5%	/	1	/
COc1ccc(S(=O)(=O)Nc2noc3ccccc23)cc1OC	-0.4%	/	-17%	/	/	/	-2.2%	0.1%	/	6%
O=[N+]([O-])c1cccc2ccc(/C=C/c3ccc(Cl)cc3)nc12	0.3%	24	2%	0.0%	i	-4.7%	39%	-0.2%[50 µM]	13	-8%
CC1(C)CC(NC(=O)c2ccccc2)CC(C)(C)N1	-0.1%	/	3%	/	/	/	0.4%	0.8%	/	-9%
Cc1cc(C)n2nc(SCc3ccc(C#N)cc3)nc2n1	-0.4%	/	3%	/	/	/	0.2%	0.2%	/	-5%
COc1ccc(/C=N\NC(=O)c2ccccc2Br)cc1COc1ccccc1	-0.1%	/	16%	/	/	/	0.9%	0.1%	/	-4%

Random draw from the library; any-hit rate near 2.2%.
